USP2a block: USP2a (human) protease inhibition. O75604. USP2 core, Ub-CHOP2 coupled fluorogenic reporter, 485/531. Potency, µM (series often up to 38.3 µM), for the others: at the highest dose activity change, negative = inhibition, most hits filed as inhibitors. 330,000 compounds, 0.01% hits. AID 463254;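 also: potency is read from the fitted curve at half-maximal effect; plate controls were DMSO wells for no effect and full inhibition by NEM control for full effect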
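Cell-free coupled assay: 10nM USP2 core preincubated 30min RT with compound in Tris-HCl pH 8.0/CaCl2/CHAPS buffer, then 25nM Ub-CHOP2 and 25nM reporter substrate; fluorescence (Ex 485/Em 531) read after 60min RT, normalized to NEM inhibition, concentration-response curves fitted.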
TSHR antag: antagonists of human thyroid stimulating hormone receptor | P16473 | TSHR-expressing cells, TSH-stimulated cAMP HTRF, 2 h; hits give low values | activity change, negative = inhibition, % at 11.5 µM | 330,000 compounds, 0.2% hits | AID 504810;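 active = activity change below a set negative limit, meaning inhibition stronger than a set level, cut at about -70% in these data; inconclusive = activity change between two set negative limits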; also: % is scaled to controls: 0 for no effect and ±100 for the full control effect
Target sequence (P16473 whole entry, looked up): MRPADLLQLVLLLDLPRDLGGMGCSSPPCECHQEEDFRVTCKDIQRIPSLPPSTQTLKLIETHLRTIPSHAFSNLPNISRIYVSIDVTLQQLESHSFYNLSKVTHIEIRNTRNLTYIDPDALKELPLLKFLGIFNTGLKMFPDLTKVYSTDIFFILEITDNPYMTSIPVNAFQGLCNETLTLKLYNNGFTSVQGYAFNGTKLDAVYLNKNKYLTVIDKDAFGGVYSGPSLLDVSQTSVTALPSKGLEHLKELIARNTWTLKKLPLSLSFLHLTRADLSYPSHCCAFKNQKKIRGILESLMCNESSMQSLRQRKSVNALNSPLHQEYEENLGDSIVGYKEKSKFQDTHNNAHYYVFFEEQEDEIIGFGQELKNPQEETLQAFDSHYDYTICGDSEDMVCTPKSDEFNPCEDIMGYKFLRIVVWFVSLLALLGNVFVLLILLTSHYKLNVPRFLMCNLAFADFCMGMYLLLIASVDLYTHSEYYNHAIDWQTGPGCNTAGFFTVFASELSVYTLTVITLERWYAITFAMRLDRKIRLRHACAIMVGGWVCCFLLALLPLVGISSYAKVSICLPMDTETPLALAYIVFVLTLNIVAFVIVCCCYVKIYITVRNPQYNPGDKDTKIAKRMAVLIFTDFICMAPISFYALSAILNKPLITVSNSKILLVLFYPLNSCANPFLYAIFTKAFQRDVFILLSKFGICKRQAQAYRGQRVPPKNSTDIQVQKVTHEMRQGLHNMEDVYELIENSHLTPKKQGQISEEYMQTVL
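Inhibition of cAMP made by TSHR-expressing cells under TSH stimulation (4nM final, EC80; 2 h, 37 deg C) is quantified with a one-step lysis HTRF kit, anti-cAMP cryptate versus cAMP-d2.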
Mito fusion act: blocks mitochondrial division or promotes mitochondrial fusion; Potency, µM (titrated, usually from 46.1 µM), for the others: at the highest dose growth rescue (activation), actives largely listed as activators; 320,000 compounds, 0.23% hits; S. cerevisiae fusion-defective mutant growth rescue, CellTiterGlo 48 h;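 also: potency is read from the fitted curve at half-maximal effect; % of control where 0% means no effect; nearly all actives have a fitted effect of over 45% in size; temperature-sensitive fusion mutants such as fzo1-1 at 37 °C on non-fermentable ethanol glycerol medium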
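Read-out: ATP-based luminescence (CellTiterGlo, 10 min ambient) reporting growth of fusion-defective ts yeast after 48 hours at 37C on glycerol/ethanol YPEG medium in the presence of compound.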
ASM inhibitor: inhibitors of human secretory acid sphingomyelinase. placental ASM, HMU-PC fluorogenic substrate, 60 min. 340,000 compounds, 0.006% hits. AID 504937. Potency, µM (highest dose often 57.5 µM), for the others: top-dose activity change, negative = inhibition, most hits filed as inhibitors; also: potency is read from the fitted curve at half-maximal effect
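Steps: dispense placental human ASM, pin compound, wait 10 min at room temperature, add HMU-PC0 substrate at 9 uM final, incubate 60 min at 37 °C, add stop solution raising pH to 10, read fluorescence.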
GALK inhibitor: galactokinase (human) inhibition | Purified GALK, Kinase-Glo residual ATP luminescence | P51570 | Potency, µM (doses to about 57.5 µM), for inactives: at the highest dose activity change, negative = inhibition, most hits filed as inhibitors | 270,000 compounds, 0.007% hits; also: potency is read from the fitted curve at half-maximal effect; % is scaled to controls: 0 for no effect and ±100 for the full control effect
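5 nM enzyme, 35 uM ATP, 100 uM galactose, 20 mM HEPES pH8.0, 5 mM MgCl2; 1 h RT; residual ATP by Kinase-Glo Plus luminescence, qHTS format.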
Chronic BCR inh: inhibitors of chronic active B-cell receptor signaling. 340,000 compounds, 0.05% hits. ABC-DLBCL IkBa-CBG/CBR reporter, luminescence ratio, 4 h. Potency, µM (highest dose often 46.1 µM), inactives show at the top dose ratio change, negative = lower green/red ratio, hits mostly inhibitors; active = well fitted inhibition curve with a large enough effect in the signal ratio, with a control signal flat, not every such curve was filed as active; inconclusive = small, poorly fitted or top-dose-only effect, or effect the other way, or a change in a side signal; the % refers to the signal ratio;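 also: potency is read from the fitted curve at half-maximal effect; plate controls were basal doxycycline-induced cells for no effect and cells given 10 µM MG132 for full effect; MG132 reads +100%, hits lower the ratio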
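Concentration-response series (up to 46 uM) were applied to TMD8 dual-reporter cells for 4 h at 37C with doxycycline. Green/red ratio, after filter-overlap correction, defined %Activity; red signal alone was normalised to basal cells and zero luminescence.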
KCNH2 WT inh: KCNH2 (human, wildtype) channel inhibition; U2OS, BacMam KCNH2, thallium flux FluxOr; hits give low values; AID 720551; Q12809; 340,000 compounds, 0.37% hits; activity change, % at 1.84 µM;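 active = maximum activity change below -70%; inconclusive = maximum activity change between -70% and -50%; inactive = maximum activity change above -50%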; also: % is scaled to controls: 0 for no effect and ±100 for the full control effect
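U2OS cells were transduced with wild-type KCNH2 virus (2.03 x 10^8 / mL) for 4 h at room temperature, then cultured overnight at 37 C. Thallium flux was read with FluxOr dye. Rate constants were normalized to DMSO controls.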
PKM2 act: activators of human pyruvate kinase M2; AID 1631; 260,000 compounds, 0.34% hits; purified PKM2, Kinase-Glo ATP luminescence, activation; response scale: 0% is enzyme alone, no compound; Potency, µM (series often up to 57.5 µM), inactives show at the top dose activation, usual class: activators; P14618; also: potency is read from the fitted curve at half-maximal effect; % is scaled to controls: 0 for no effect and ±100 for the full control effect; nearly all actives have a fitted effect of over 55% in size
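Kinase-Glo luminescence reports ATP generated from ADP (0.1 mM) and PEP (0.5 mM) by purified hPK-M2 after 1 h at room temperature, pH 7.2 imidazole buffer; intermediate enzyme activity allows detecting inhibitors and activators.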
Menin-MLL TR inh: displaces Texas Red mutant MLL peptide from human menin; O00255; Menin + Texas Red MLL mutant peptide, fluorescence polarization; Potency, µM (series often up to 61.6 µM), for the others: at the top dose FP activity change, negative = inhibition, usual class: inhibitors; 270,000 compounds, 0.23% hits; AID 1768; active = well fitted inhibition curve with a large enough effect in the polarisation, with a control signal flat, not every such curve was filed as active; inconclusive = small, poorly fitted or top-dose-only effect, or effect the other way, or a change in a side signal; inactive = no such curve, though single readings can be large or run the other way; the % refers to the polarisation; also: potency is read from the fitted curve at half-maximal effect; % of control where 0% means no effect; many of its hits are not listed in these tables
Eya2 phos inh: Eya2 (human) phosphatase inhibition | 330,000 compounds, 0.006% hits | recombinant Eya2, OMFP fluorescence dephosphorylation (OMFP is methylfluorescein phosphate) | O00167 | AID 488837 | Potency, µM (top dose mostly 76.9 µM), inactives show at the top dose activity, negative = inhibition, actives largely listed as inhibitors; also: potency is read from the fitted curve at half-maximal effect; % is scaled to controls: 0 for no effect and ±100 for the full control effect
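Eya2 (0.2 uM) preincubated 10 min at ambient with compound, then OMFP substrate added at 50 uM; 10 min reaction in 50 mM HEPES pH 7.5, 50 mM NaCl, 5 uM MgCl2, 0.05% BSA, 1 mM DTT. Fluorescence read at Ex 485/Em 525 nm.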
MBNL1-CUG inh: MBNL1-poly(CUG) RNA binding inhibition; Q9NR56; TR-FRET MBNL1-His/biotin-(CUG)12 binding, 665/545 ratio; 280,000 compounds, 0.036% hits; Potency, µM (titrated, usually from 57.5 µM), inactives show at the top dose activity change, negative = inhibition, most hits filed as inhibitors; active = well fitted inhibition curve with a large enough effect in the signal ratio, with a control signal flat, not every such curve was filed as active; inconclusive = small, poorly fitted or top-dose-only effect, or effect the other way, or a change in a side signal; inactive = no such curve, though single readings can be large or run the other way; the % refers to the signal ratio; also: potency is read from the fitted curve at half-maximal effect; % is scaled to controls: 0 for no effect and ±100 for the full control effect
Target sequence (Q9NR56 whole entry, looked up): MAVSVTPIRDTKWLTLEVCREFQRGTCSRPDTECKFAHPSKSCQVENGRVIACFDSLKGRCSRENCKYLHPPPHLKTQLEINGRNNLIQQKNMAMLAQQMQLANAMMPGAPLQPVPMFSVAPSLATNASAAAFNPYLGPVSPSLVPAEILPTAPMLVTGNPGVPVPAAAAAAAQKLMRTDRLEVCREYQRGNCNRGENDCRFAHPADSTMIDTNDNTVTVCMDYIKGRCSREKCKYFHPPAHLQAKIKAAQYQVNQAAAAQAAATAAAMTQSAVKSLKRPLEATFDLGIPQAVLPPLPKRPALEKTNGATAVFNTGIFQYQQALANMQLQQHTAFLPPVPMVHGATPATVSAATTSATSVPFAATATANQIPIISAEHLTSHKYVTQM
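Compound titration spanned 92 nM–58 uM against the MBNL1-His/biotin-(CUG)12 complex. After 60 min at room temperature with 5 nM streptavidin-XL665 and 0.055 ng/ul terbium anti-His, ratiometric 665/545 nm emission (Ex 340 nm) normalized to controls.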
* marks the source's active call; other numbers are inactive results; i = inactive; ? = inconclusive; / = no result given. Unless noted, calls follow the shape of the dose curve; as a rule, active = well fitted curve in the direction sought with a large enough effect; inconclusive = small, poorly fitted or top-dose-only effect, or another doubt; inactive = no such curve, though single readings can be large; an effect the other way counts as inactive or inconclusive. The list is partial; count on the stated rates, not on these rows.

SMILES | USP2a block | TSHR antag | Mito fusion act | ASM inhibitor | GALK inhibitor | Chronic BCR inh | KCNH2 WT inh | PKM2 act | Menin-MLL TR inh | Eya2 phos inh | MBNL1-CUG inh
O=C(CCc1ccccc1)Nc1nc2n(n1)C(c1ccc(Cl)cc1)CC(=O)N2 (stereo unspecified) | -0.8% | -9.2 | 1.1% | 1.2% | -4.7% | 13.3% | 0.0 | -2.3% | 18.6% | 0.8% | 2.8%
CN(c1ccccc1)S(=O)(=O)c1cc(Cl)ccc1Cl | 1.4% | -19.0 | 6.2% | -2.9% | -0.6% | ? | 5.5 | 6.9% | -7.9% | 4.0% | 4.2%
CCOc1ccc(CCNC(=O)C2CC(=O)N(c3ccc4c(c3)OCCO4)C2)cc1OCC (stereo unspecified) | -0.6% | -7.4 | -3.3% | 0.1% | / | 4.2% | -5.8 | / | / | 8.5% | /
COc1cccc(C(=O)NC(=O)Nc2nc(C)cc(C(F)(F)F)n2)c1 | 2.6% | 2.5 | 5.6% | -3.5% | 2.5% | 2.1% | 3.8 | / | / | -0.3% | -1.3%
COc1ccc(CNCCNC(=O)c2cccs2)c(OC)c1OC | 0.3% | 6.8 | -0.6% | -4.2% | 7.2% | -11.6% | -1.8 | 0.6% | 4.1% | -3.0% | -4.1%
O=C(Nc1cccc(-n2cnnn2)c1)c1cccs1 | 1.8% | -4.6 | 13.5% | -4.2% | -5.4% | 0.7% | 45.2 | -0.7% | ? | -1.3% | -1.7%
Cc1c(-c2nc(-c3cccnc3)no2)cccc1[N+](=O)[O-] | 5.4% | 9.3 | -1.7% | 1.9% | 2.4% | ? | -19.7 | 1.3% | 3.3% | 9.8% | 8.5%
CCOc1ccc(N2CC(C(=O)NCCc3ccc(OC)c(OC)c3)CC2=O)cc1 (stereo unspecified) | -8.2% | -1.1 | -0.9% | 0.2% | 4.2% | -10.3% | -2.9 | -2.9% | 12.1% | 7.3% | -3.8%
O=C(COC(=O)[C@@H]1CCCN1S(=O)(=O)c1ccccc1F)NCc1ccc2c(c1)OCO2 | 0.9% | -3.9 | -2.7% | -2.9% | / | 1.1% | -7.1 | / | / | 7.8% | /
O=S(=O)(NCc1ccc(F)cc1)c1ccccc1Br | -1.1% | -7.4 | 7.0% | 3.8% | / | ? | 7.4 | / | / | -4.6% | /
CCCCC1CN2CCc3c([nH]c4ccccc34)C2(C)C1 (stereo unspecified) | 0.4% | 15.4 | -15.5% | 0.9% | / | ? | 4.4 | -1.2% | -24.8% | 5.4% | -1.6%
COc1ccc(N2CCN(C3CCCN(C(=O)c4ccoc4)C3)CC2)cc1 (stereo unspecified) | 0.2% | -7.3 | -1.5% | -4.1% | -8.5% | -1.7% | 1.6 | -2.6% | / | -3.1% | -5.3%
COc1ccc(CNC(=O)COc2ccc(Br)c(C)c2)cc1 | 6.1% | 11.3 | -10.6% | -0.2% | -5.1% | ? | -4.6 | / | ? | 0.9% | -7.8%
O=C(c1nn2c(C(F)(F)F)cc(-c3ccccc3)nc2c1Cl)N1CCN2CCCC2C1 (stereo unspecified) | -0.7% | -2.8 | -3.2% | -0.9% | 2.8% | -1.0% | 7.6 | -2.3% | -18.5% | 13.0% | ?
COc1cc2nc(N(CCN(C)C)C(=O)c3ccc(S(=O)(=O)N(C)CC4CCCO4)cc3)sc2cc1OC (stereo unspecified) | -0.1% | -16.5 | 1.5% | -2.1% | -2.9% | -3.3% | 8.0 | 9.1% | 6.3% | 0.2% | 0.7%
O=C(N/C(=C/C=C\c1ccccc1)C(=O)N1CCOCC1)c1ccc(Br)cc1 | -16.0% | -20.0 | 0.5% | -10.0% | -1.9% | -12.0% | -5.4 | 3.1% | 3.2% | 7.5% | 12.9%
CSc1n[nH]c(=O)n1C1CCCCC1 | 2.2% | -5.0 | 0.8% | -2.0% | 6.1% | -0.7% | -4.0 | -1.4% | / | -1.0% | /
Cc1cc(NC(=O)CSc2ccc(-c3cccc([N+](=O)[O-])c3)nn2)no1 | -1.4% | 1.5 | 5.5% | -3.9% | 0.4% | -1.5% | 1.7 | 3.2% | 0.7% | -13.4% | ?
CCOCc1cc(C2NC(=O)NC(C)=C2C(=O)OCC)ccc1OC (stereo unspecified) | 2.5% | 15.2 | -2.4% | 5.2% | -0.3% | -1.2% | -6.7 | 5.2% | -13.8% | -10.9% | -7.6%
CNc1snc(C)c1C(=O)OCC(=O)c1ccc(OC)c(F)c1 | 1.3% | 1.2 | -2.1% | -1.0% | / | ? | -5.0 | / | / | -19.2% | /
CC(C)NC(=S)N1CCN(C(c2ccccc2)c2ccccc2)CC1 | -0.3% | 3.0 | 15.5% | -3.3% | -0.1% | -12.5% | i | -1.1% | -25.4% | 2.6% | 6.2%
CCN(CC)S(=O)(=O)c1ccc(NC(=O)Cc2cccs2)cc1 | -1.3% | -1.3 | 5.0% | 0.5% | -0.9% | -3.6% | -2.5 | 0.9% | ? | -2.5% | 5.2%
O=C(COC(=O)c1ccc(Cl)nc1)Nc1cccnc1Cl | -0.4% | 5.0 | -4.0% | 0.0% | / | 5.1% | 32.9 | / | / | 8.7% | /
Cc1ccc(C)c(N2CCN(C(=O)CCc3nc(-c4ccc(F)cc4)no3)CC2)c1 | 0.7% | -9.4 | / | -7.0% | / | 5.9% | -0.4 | / | / | -1.4% | /
CCOC(=O)Cc1csc(NC(=O)C(C)Oc2ccc3c(C)cc(=O)oc3c2)n1 (stereo unspecified) | 1.8% | -14.6 | -0.3% | 3.0% | -0.5% | -8.8% | 0.8 | -13.0% | -11.7% | 0.3% | 2.4%
CCN(CC)CCNC(=S)Nc1ccc(F)cc1 | -0.2% | 14.4 | 13.6% | -0.4% | -3.1% | -5.5% | -2.5 | 3.2% | -1.3% | -28.0% | -0.4%
CCOC(=O)c1c(-c2ccccc2)csc1NC(=O)CSc1nc(N)cc(N)n1 | 0.4% | -32.3 | 1.0% | -3.2% | -0.1% | ? | 6.2 | 2.0% | ? | -0.9% | /
CCN1C(=O)[C@@H]2[C@@H](c3ccc(-c4cccc(Cl)c4)cc3)N3CCC[C@@]3(C(=O)OC)[C@@H]2C1=O | -0.4% | -4.4 | 21.1% | 2.5% | / | 0.4% | 4.5 | / | / | -11.0% | /
Cc1nc(-c2ccccc2)nc2sc(C(=O)c3ccc(F)cc3)c(N)c12 | -1.2% | -0.6 | 4.7% | 6.6% | -2.1% | ? | -18.0 | -3.3% | / | -11.2% | /
Cc1ccc(-c2ccc(=O)n(CC(=O)NCCN(C)C)n2)cc1 | 1.0% | -3.1 | -4.1% | -1.1% | 1.8% | -9.1% | 4.4 | -0.6% | -1.9% | 7.5% | ?
COc1c2ccoc2nc2c(OC)c(OC[C@@H](O)C(C)(C)O)ccc12 | -0.3% | 6.7 | -1.3% | 5.7% | / | ? | 2.7 | / | / | -2.4% | /
Cc1ccccc1CN(c1ccc(C(=O)NCCC2=CCCCC2)cc1)S(C)(=O)=O | -8.5% | 3.1 | 0.6% | -6.8% | -1.5% | -1.7% | -0.8 | 0.5% | 15.2% | -12.5% | -8.5%
O=C(NCCO)c1cccc2c1C(=O)c1ccccc1-2 | 4.0% | 21.0 | -5.0% | 3.9% | / | -2.6% | -6.0 | -15.6% | -0.3% | 6.6% | ?
O=C(NCCCNC(=O)c1ccccn1)c1ccc(F)cc1 | 0.1% | 0.5 | 0.0% | 2.5% | 14.0% | -12.2% | 24.7 | / | -15.6% | 5.3% | -2.6%
COc1cc(/C=N/n2c(C)nc3ccccc3c2=O)cc(OC)c1O | -0.2% | -11.1 | -7.5% | -9.1% | 0.5% | -1.5% | -1.1 | / | 14.9% | 3.6% | 9.0%
Cc1ccccc1NC(=O)Cc1nc(CCl)cs1 | 3.9% | -6.0 | -2.0% | 3.6% | 1.0% | -1.9% | 2.3 | 5.5% | -5.2% | 1.9% | 9.3%

Source: PubChem BioAssay
